# Assay outcomes from PubChem.
# Mdm2 ligase inh – blocks human Mdm2 ubiquitin ligase activity; Q00987; cell-based MDM2 ubiquitination luciferase reporter, 2 h; 0 = plate control, 100 = twice control, blank-subtracted; signal enhancement, % at 5 µM; actives 0.11% (n = 210,000);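 active = signal enhancement of 30% or more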;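 note: luminescence tracks abundance of the self-degrading MDM2-luciferase fusion protein; higher signal means inhibition of MDM2 E3 ligase activity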
#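 Test system: stable mammalian line carrying autodegrading MDM2–luciferase fusion reporter; quantity: 2000 cells in each well; times: 4 h cell settling then 2 h compound exposure, 37 °C; detection: luminescence with SteadyLite reagent, 15 min at room temperature; evaluation: percent signal gain over controls, blank-subtracted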
# FXIIa inh 1536 – factor XIIa (human) inhibition; P00748; purified FXIIa, Boc-QGR-AMC fluorogenic substrate, 2 h; inhibition, % at 5 µM; actives 0.3% (n = 220,000); in the data active = inhibition above about 40%;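 note: 0% = enzyme with no compound and 100% = blank without enzyme; many of its hits are not listed in these tables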
# p97 ATPase inh – human p97 ATPase inhibition | P55072 | recombinant p97 ATPase, Kinase-Glo ATP luminescence, 3 h | inhibition, % at 8 µM | actives 0.42% (n = 220,000) | AID 1481; in the data active = inhibition above about 15%;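 note: 0% = DMSO vehicle and 100% = wells lacking enzyme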
# KLK5 inh – kallikrein 5 (human) inhibition. Q9Y337. inhibition, % at 5 µM. actives 0.59% (n = 210,000). recombinant hK5, fluorogenic AMC substrate cleavage;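 active = inhibition of 40% or more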;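 note: 0% = enzyme controls without compound and 100% = no-enzyme blanks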
# Target sequence (Q9Y337 67-293 limits assumed): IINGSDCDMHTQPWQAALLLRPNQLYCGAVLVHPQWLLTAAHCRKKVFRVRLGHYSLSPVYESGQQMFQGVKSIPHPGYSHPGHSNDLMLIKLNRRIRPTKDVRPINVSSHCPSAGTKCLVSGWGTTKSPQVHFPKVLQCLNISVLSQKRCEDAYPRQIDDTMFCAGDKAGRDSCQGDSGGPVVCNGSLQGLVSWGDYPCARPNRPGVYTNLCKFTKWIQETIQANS
# 14-3-3 Bad PPI – disrupts binding of bovine 14-3-3 zeta to phospho-Bad peptide; inhibition, % at 21.7 µM; actives 0.71% (n = 220,000); TR-FRET 14-3-3zeta/Dy647-pBad peptide displacement, 1 h; P63103;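 active = inhibition above about 70%, limit read from the data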;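 note: 0% = full 14-3-3 plus peptide FRET controls and 100% = background without 14-3-3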
# FXIa inh – blocks human coagulation factor XIa protease activity; purified FXIa, Boc-Glu-Ala-Arg-AMC fluorogenic substrate; P03951; AID 798; actives 0.14% (n = 220,000); inhibition, % at 5 µM;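 active = inhibition of at least 40%; inactive = inhibition below 40%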;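 note: fluorescence of freed AMC excited at 355 nm; 0% = enzyme without compound and 100% = no enzyme blank; many of its hits are not listed in these tables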
# Rad51 HR inh – blocks human Rad51 in homologous recombination; Q06609; inhibition, % at 10 µM; hRad51 DNA strand exchange, fluorescence dequenching; actives 0.085% (n = 200,000);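 active = inhibition above 40% at the single screening dose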;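 note: 0% = DMSO control wells and 100% = blanks with heterologous ssDNA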
#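 System: human Rad51 nucleoprotein filaments preassembled on unlabelled ssDNA. Reagent: labelled 47-mer dsDNA for strand exchange. Schedule: 30-min compound preincubation and 15-min exchange, both room temperature. Measured by: FRET fluorescence dequenching, excitation 485 nm, emission 520 nm. Read-out: Fluorescence-based percent inhibition, control- and blank-normalised. Benchmarks: plate controls and plate blanks.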
# Wee1 stabilizer – blocks degradation of human Wee1 kinase; HeLa Luc-Wee1K328M stability, luciferase luminescence; 100% = proteasome inhibitor MG132 effect; actives 1.2% (n = 220,000); reporter increase, % at 5 µM; P30291; AID 1321;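 active = activation above the mean of all tested compounds plus 3 SD, set per screening run, cut at about 8.8% in these data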;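 note: cells exposed to compound for 20 h before luminescence read; 0% = DMSO alone and 100% = MG132 at 30 µM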
# Target sequence (P30291 whole entry K328M): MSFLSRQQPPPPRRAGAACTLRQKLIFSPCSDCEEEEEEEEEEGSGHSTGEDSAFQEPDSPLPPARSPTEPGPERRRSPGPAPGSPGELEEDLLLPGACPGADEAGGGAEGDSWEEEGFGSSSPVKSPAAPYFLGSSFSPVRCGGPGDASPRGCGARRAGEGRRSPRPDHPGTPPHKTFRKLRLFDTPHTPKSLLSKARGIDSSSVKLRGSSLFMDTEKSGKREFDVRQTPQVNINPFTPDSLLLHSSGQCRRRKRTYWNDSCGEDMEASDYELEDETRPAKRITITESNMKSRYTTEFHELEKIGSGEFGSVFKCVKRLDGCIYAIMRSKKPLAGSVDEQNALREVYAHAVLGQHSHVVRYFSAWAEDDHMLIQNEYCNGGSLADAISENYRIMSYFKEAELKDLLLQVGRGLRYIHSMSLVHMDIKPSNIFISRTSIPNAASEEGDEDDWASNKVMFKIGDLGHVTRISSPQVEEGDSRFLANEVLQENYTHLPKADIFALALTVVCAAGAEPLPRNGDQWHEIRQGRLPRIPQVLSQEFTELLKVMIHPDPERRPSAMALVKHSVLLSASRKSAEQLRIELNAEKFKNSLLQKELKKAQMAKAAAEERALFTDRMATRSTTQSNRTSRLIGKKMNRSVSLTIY
# eIF4E 4G PPI – eIF4E/eIF4G interaction inhibition in translation initiation. P63073+Q04637. TR-FRET eIF4E-eIF4GI(517-606) binding, 2 h. inhibition, % at 21.7 µM. actives 0.37% (n = 220,000);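 active = inhibition above about 30%, limit read from the data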;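 note: 0% = full FRET control wells and 100% = background wells lacking eIF4GI fragment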
# Active calls of the source: *; . = no result given; [ ] = another dose, or the depositor's remark.
SMILES,Mdm2 ligase inh,FXIIa inh 1536,p97 ATPase inh,KLK5 inh,14-3-3 Bad PPI,FXIa inh,Rad51 HR inh,Wee1 stabilizer,eIF4E 4G PPI
CSc1ncccc1-c1nc2ccccc2[nH]1,14,10,-3,-13,1,3,-5,-1,4
Cc1cccc2cc(CN(Cc3cccs3)C(=S)NCC3CCCO3)c(=O)[nH]c12 (configuration not stated),1,6,2,0,-7[fluorescence artefact?],4,3,2,0
Cc1cc(NC(=O)CN2CCCC(C)C2)no1 (configuration not stated),-14,3,5,-2,25,-3,-12,-2,2
Cc1ccc(C(C(=O)NC2CCCCC2)N(CCC(C)C)C(=O)CNC(=O)c2ccco2)o1 (configuration not stated),-23,12,-1,-5,-11[fluorescence artefact?],0,-7,2,5
Cc1nc(/N=C\N(C)C)sc1C(=O)Nc1ccccc1,-7,14,-1,48*,-6,11,7,-2,4
NS(=O)(=O)c1ccc(NNC(=O)c2ccccc2C(=O)O)cc1,-22,7,5,1,4,4,14,-1,2
O=[N+]([O-])c1cccc(NC(=S)N2CCc3ccccc3C2)c1,-93,4,2,-24,-9,2,-4,-3,0
Cc1ccc(-c2cc(C(=O)N/N=C/c3c(C)nn(-c4ccccc4)c3C)[nH]n2)cc1,-12,22,9,-16,4,18,.,2,-10
COc1cccc(CC2(CO)CCCN(C/C=C/c3ccccc3OC)C2)c1 (configuration not stated),-11,7,-3,.,-9,5,15,0,0
O=C(Nc1ccc(F)c([N+](=O)[O-])c1)C1CC(=O)N(Cc2ccccc2)C1 (configuration not stated),-2,4,6,-2,-16,-2,12,-2,8
COc1ccccc1N1CCN(C(=O)c2cc(-c3ccco3)on2)CC1,-8,5,0,-21,-4,-3,-9,4,-2
O=Cc1ccc(-c2nc3ccccc3s2)o1,-26,0,-1,1,7,-4,3,-4,6
CC(C)c1ccc2c(c1)C(c1ccc(N3CCOCC3)cc1)=NNC(c1cccs1)=N2,-8,-8,4,4,-5,-10,-2,0,-1
CCC(=O)N1CCc2cc(S(=O)(=O)CCC(=O)Nc3ccc(CC)cc3)ccc21,-9,6,1,-28,-2[fluorescence artefact?],-12,.,2,-3[fluorescence artefact?]
O=Nc1c(O)n(Cc2cccc(Cl)c2)c2ccccc12,-12,1,1,-2,0[fluorescence artefact?],0,2,2,0
Cc1ccccc1C(=O)Nc1ccc(C(=O)NNC(=O)CCCOc2ccc(Cl)cc2Cl)cc1,-10,15,3,-17,3,1,-10,-1,-16
CC(C)C(O)(C#CCN1CCCCC1)C(C)C,-16,5,2,-7,-9,3,6,-2,1[fluorescence artefact?]
O=C(COc1cccc2c1CCN(Cc1ccc(Br)cc1)C2=O)NCc1ccco1,-3,12,5,4,0,8,9,-2,-3
Cc1ccc2oc(=O)c3cnn(CC(=O)NCCN(C)C)c3c2c1,-14,7,5,-6,11,-2,4,-2,-3[fluorescence artefact?]
CN(C)/C=N/C(=S)Nc1ccc(Cl)c(Cl)c1,-14,16,-3,5,-3,0,6,3,0

# Full records, quoted from the list:
# `COc1cccc(CC2(CO)CCCN(C/C=C/c3ccccc3OC)C2)c1` (configuration not stated) as listed: Mdm2 ligase inh: -11; FXIIa inh 1536: 7; p97 ATPase inh: -3; KLK5 inh: .; 14-3-3 Bad PPI: -9; FXIa inh: 5; Rad51 HR inh: 15; Wee1 stabilizer: 0; eIF4E 4G PPI: 0
# `O=Cc1ccc(-c2nc3ccccc3s2)o1` as listed: Mdm2 ligase inh: -26; FXIIa inh 1536: 0; p97 ATPase inh: -1; KLK5 inh: 1; 14-3-3 Bad PPI: 7; FXIa inh: -4; Rad51 HR inh: 3; Wee1 stabilizer: -4; eIF4E 4G PPI: 6
# `NS(=O)(=O)c1ccc(NNC(=O)c2ccccc2C(=O)O)cc1` as listed: Mdm2 ligase inh: -22; FXIIa inh 1536: 7; p97 ATPase inh: 5; KLK5 inh: 1; 14-3-3 Bad PPI: 4; FXIa inh: 4; Rad51 HR inh: 14; Wee1 stabilizer: -1; eIF4E 4G PPI: 2

# (list continues)
SMILES,Mdm2 ligase inh,FXIIa inh 1536,p97 ATPase inh,KLK5 inh,14-3-3 Bad PPI,FXIa inh,Rad51 HR inh,Wee1 stabilizer,eIF4E 4G PPI
O=S1(=O)CCC(NS(=O)(=O)/C=C/c2ccccc2)C1 (configuration not stated),8,-2,1,-5,2[fluorescence artefact?],-7,-10,0,1[fluorescence artefact?]
Cc1oc(C(=O)O)cc1COc1cccc2cccnc12,11,9,5,2,25,-2,14,0,11
Cc1nc(N2CCOCC2)nc(N2CCN(c3ccccc3)CC2)c1[N+](=O)[O-],-6,13,-5,-3,-6,-1,-1,0,3
Cc1ccc(-n2c(SCC(=O)Nc3cccc(C)c3)nc3c(oc4ccccc43)c2=O)cc1,-5,1,-4,0,6[fluorescence artefact?],-5,-7,4,3
Nc1nnn(CC(=O)N/N=C/c2cn[nH]c2-c2ccccc2)n1,-7,11,2,2,1,3,1,0,-1
O=C(N/N=C/c1cccc([N+](=O)[O-])c1)c1ccccc1-n1cccc1,-6,4,-1,-13,5,0,-3,-1,0
Cn1nc(CC(=O)NCCN2C(=O)CSC2=O)c2ccccc2c1=O,-7,12,-4,0,8,5,0,-2,0
COc1cc(NC(=S)Nc2ccc(OC(F)F)cc2)cc(OC)c1,-3,2,6,-2,-8,-1,.,-2,1
Cc1c(Cl)cccc1N1CC(C)(C)C1=O,-6,5,6,-3,-10,-2,19,2,7
Cc1ccc(S(=O)(=O)N2CCOCC2)cc1C(=O)NC(=S)N(Cc1ccccc1)C(C)C,-15,14,0,-11,-15,5,6,2,-1
COc1ccc(S(=O)(=O)N2CCCCCC2)cc1NC(=O)Cc1cc(OC)c(OC)c(OC)c1,3,13,-2,-7,10,6,.,3,-2
CCN(CC)S(=O)(=O)c1ccc2oc(C(=O)NC(C)C)c(C)c2c1,5,19,1,-4,.,2,-6,3,.
COc1ccc(CN(C(=O)/C=C/c2ccccc2Cl)C2CCS(=O)(=O)C2)cc1 (configuration not stated),-71,4,1,1,2,2,20,0,0
Cc1cccc(-n2c(=S)[nH]c3c(oc4ccccc43)c2=O)c1,-30,11,-3,18,12,11,-2,2,-8
Cc1c(-c2ccccc2)[n+](=O)c2c(n1[O-])CCCCC2,-1,5,4,-8,-5,1,1,5,6[fluorescence artefact?]
Cc1cc(C(=O)N/N=C/c2cccnc2)cs1,10,4,-2,-8,8,1,14,0,5
CNC(=S)NNC(=O)c1sccc1OCc1ccc(Cl)cc1Cl,-7,15,2,3,3,1,-2,1,6
Cc1ccccc1-c1nc(CS(=O)(=O)CC(=O)NCCCN2CCCC2=O)c(C)o1,-2,9,4,-25,1,3,-5,0,3
Cc1cccc(OC(=O)c2sc3ncn(C)c(=O)c3c2C)c1,27,8,4,3,-10,-1,-3,-1,3
O=C(C1CCCN(Cc2cccc(F)c2)C1)N1CCCCC1 (configuration not stated),-7,17,2,17,86*,4,-7,-2,-7[fluorescence artefact?]
NC(=O)CNC(=O)[C@@H]1CC2(CC(c3ccc(Cl)cc3)=NO2)CN1C(=O)c1ccc(Br)cc1 (some centres not stated),-8,1,-3,6,-5,2,2,-1,2
O=C(Nc1ccccc1-c1nnn(CC(=O)N2CCc3ccccc3C2)n1)C1CCC1,-16,12,-3,56*,-4,-2,-7,-2,2
O=C(CNCCC1=CCCCC1)Nc1ccccc1N1CCCCCC1,.,3,-7,0,10,-2,5,-3,-17
COc1cccc(-c2ccc(=O)n(CC(=O)Nc3ccc(S(=O)(=O)NCC(C)C)cc3)n2)c1,-8,5,-4,-1,-5,-4,-7,1,3
COc1ccc(N/N=C(/C(C)=O)N2CCCc3ccccc32)cc1,4,6,4,-5,-1,0,17,2,6
Cc1cc2n(n1)C(c1cn(-c3ccccc3)nc1C)Nc1ccccc1-2 (configuration not stated),-15,0,-5,12,6,-1,-3,-1,2
COC(=O)CSc1nc(N)nc(C)c1Br,-12,3,-3,-6,-5,-6,-11,-2,13
O=[N+]([O-])c1cc(C(F)(F)F)ccc1Sc1ccccn1,-3,3,-3,-17,-8,-2,-5,-3,0

# Exported with each value named: 4 of the compounds above
O=[N+]([O-])c1cc(C(F)(F)F)ccc1Sc1ccccn1
  Mdm2 ligase inh: -3
  FXIIa inh 1536: 3
  p97 ATPase inh: -3
  KLK5 inh: -17
  14-3-3 Bad PPI: -8
  FXIa inh: -2
  Rad51 HR inh: -5
  Wee1 stabilizer: -3
  eIF4E 4G PPI: 0

COC(=O)CSc1nc(N)nc(C)c1Br
  Mdm2 ligase inh: -12
  FXIIa inh 1536: 3
  p97 ATPase inh: -3
  KLK5 inh: -6
  14-3-3 Bad PPI: -5
  FXIa inh: -6
  Rad51 HR inh: -11
  Wee1 stabilizer: -2
  eIF4E 4G PPI: 13

Cc1cc2n(n1)C(c1cn(-c3ccccc3)nc1C)Nc1ccccc1-2 (configuration not stated)
  Mdm2 ligase inh: -15
  FXIIa inh 1536: 0
  p97 ATPase inh: -5
  KLK5 inh: 12
  14-3-3 Bad PPI: 6
  FXIa inh: -1
  Rad51 HR inh: -3
  Wee1 stabilizer: -1
  eIF4E 4G PPI: 2

O=C(CNCCC1=CCCCC1)Nc1ccccc1N1CCCCCC1
  Mdm2 ligase inh: .
  FXIIa inh 1536: 3
  p97 ATPase inh: -7
  KLK5 inh: 0
  14-3-3 Bad PPI: 10
  FXIa inh: -2
  Rad51 HR inh: 5
  Wee1 stabilizer: -3
  eIF4E 4G PPI: -17
